DNMT1 inh – human DNMT1 methyltransferase inhibitors, primary screen, biochemical, molecular beacon, fluorescence, HinP1I cleavage, uHTS; actives 0.83% (n = 360,000); inhibition (reported as % activation of signal), % at 10 µM; DNA (cytosine-5)-methyltransferase 1 (Homo sapiens), P26358; AID 588458, 2011; in the data active = inhibition above about 50%
Neddyl block – inhibitors of cullin neddylation, primary screen, biochemical, TR-FRET, uHTS, NAE and Ubc12; NEDD8-conjugating enzyme Ubc12 (Homo sapiens) + NEDD8-activating enzyme E1 regulatory …; calls only at 25 µM; actives 0.58% (n = 360,000); AID 651699, 2012; in the data active = inhibition above about 36%
SKN-1 block – suppressors of acrylamide-induced Pgst-4::GFP reporter in worms, primary screen, SKN-1 inhibitor project, whole organism, uHTS, GFP/RFP fluorescence ratio, strain VP596 | C. elegans VP596 Pgst-4::GFP/RFP ratio, 24 h | inhibition, % at 21.8 µM | actives 0.49% (n = 360,000);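 active = interference check ratio from 0.5 to 1.5 plus GFP to RFP signal ratio inhibition reaching or exceeding a fixed threshold, cut at about 30% in these data, passing the limit was not always enough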; note: some compounds called inactive have numbers as strong as hits
SUMO1-SIM PPI – modulators of SUMO1 protein-protein interactions, primary screen, biochemical, uHTS; Small ubiquitin-related modifier 1 (Homo sapiens), P63165; SUMO1 binding to a labelled peptide, TR-FRET, 1 h; inhibition, % at 20 µM; actives 0.33% (n = 360,000); AID 602429, 2012; in the data active = inhibition above about 37%
Target sequence (P63165 whole entry, looked up): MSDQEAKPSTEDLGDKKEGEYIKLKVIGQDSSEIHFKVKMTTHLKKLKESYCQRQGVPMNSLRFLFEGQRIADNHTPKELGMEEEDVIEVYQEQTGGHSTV
LMPTP inh – LMPTP phosphatase inhibitors, primary screen, biochemical, fluorescence intensity, uHTS | inhibition, % at 20 µM | recombinant LMPTP-A, OMFP fluorogenic substrate | AID 651560, 2012 | Low molecular weight phosphotyrosine protein phosphatase (Homo sapiens), P24666 | actives 0.22% (n = 360,000);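 active = compounds that cut the enzyme signal by at least half of the control window in the single-dose screen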;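 note: plate controls were DMSO wells with enzyme plus substrate for no effect and substrate without enzyme for full effect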
Target sequence (P24666 whole entry, looked up): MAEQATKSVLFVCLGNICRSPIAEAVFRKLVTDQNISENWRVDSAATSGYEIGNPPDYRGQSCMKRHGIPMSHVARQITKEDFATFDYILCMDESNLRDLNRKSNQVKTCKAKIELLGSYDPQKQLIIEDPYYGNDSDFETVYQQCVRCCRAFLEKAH
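material = LMPTP-A | quantity = 0.625 nM enzyme | reagent = OMFP substrate, 400 µM final | buffer or medium = Bis-Tris pH 6.0, DTT, detergent | detection = endpoint fluorescence intensity from OMFP dephosphorylation | dosing = single 20 µM dose | read-out basis = % inhibition relative to no-enzyme and uninhibited control wells | control set = no-enzyme and uninhibited controls | timing = 50 min at room temperature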
STEP inh – STEP phosphatase inhibitors, primary screen, biochemical, fluorescence intensity, uHTS; recombinant STEP, OMFP fluorogenic substrate; inhibition, % at 20 µM; actives 0.25% (n = 360,000);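 active = inhibition at 20 µM, scaled per plate between control wells, above about 37%, limit read from the data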;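 note: 0% = DMSO with enzyme and substrate and 100% = substrate only without enzyme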
Target sequence (P54829 whole entry, looked up): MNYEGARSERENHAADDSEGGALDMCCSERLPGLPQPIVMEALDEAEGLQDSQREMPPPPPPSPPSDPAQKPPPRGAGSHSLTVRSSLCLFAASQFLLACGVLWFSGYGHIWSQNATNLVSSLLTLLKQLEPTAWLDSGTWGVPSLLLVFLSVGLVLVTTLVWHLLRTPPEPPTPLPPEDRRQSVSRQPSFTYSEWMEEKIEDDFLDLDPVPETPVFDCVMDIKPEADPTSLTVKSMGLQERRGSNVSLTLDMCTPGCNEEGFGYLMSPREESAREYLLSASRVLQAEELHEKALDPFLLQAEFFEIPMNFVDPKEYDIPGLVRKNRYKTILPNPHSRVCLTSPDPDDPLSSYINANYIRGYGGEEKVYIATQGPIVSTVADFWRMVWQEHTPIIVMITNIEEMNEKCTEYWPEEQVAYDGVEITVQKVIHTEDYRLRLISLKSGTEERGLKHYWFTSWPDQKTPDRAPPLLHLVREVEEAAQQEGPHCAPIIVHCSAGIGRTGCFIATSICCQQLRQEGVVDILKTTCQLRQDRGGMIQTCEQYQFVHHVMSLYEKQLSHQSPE
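Material: STEP (striatal-enriched tyrosine phosphatase) enzyme, cell-free; Compound dosing: 20 µM single dose in 1% DMSO; Technique: fluorescence read at 480 nm ex / 540 nm em; Times: reaction 20 min, ambient temperature; Medium: 50 mM Bis-Tris pH 6.0 with 2.5 mM DTT and 0.005% Tween 20; Also added: OMFP at 25 µM.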
NadD block – inhibitors of S. aureus NadD, primary screen, biochemical, colorimetric, uHTS; Nicotinate-nucleotide adenylyltransferase NadD (Staphylococcus aureus N315); purified NadD enzyme, colorimetric absorbance read-out; inhibition, % at 20 µM; actives 0.78% (n = 360,000); AID 602399, 2012; in the data active = inhibition above about 26%; note: some compounds past the cut are filed as inactive
Scp-1 inhibitor – Scp-1 phosphatase inhibitors, primary screen, biochemical, colorimetric, uHTS; inhibition, % at 20 µM; actives 0.88% (n = 340,000); Carboxy-terminal domain RNA polymerase II polypeptide A small phosphatase 1 (Homo …; Recombinant Scp1, phosphopeptide, malachite green phosphate absorbance;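 active = inhibition above about 50% at 20 µM, limit read from the data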;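 note: plate controls were DMSO wells with enzyme for no effect and wells lacking enzyme for full effect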
Target sequence (Q9GZU7 76-261 limits assumed): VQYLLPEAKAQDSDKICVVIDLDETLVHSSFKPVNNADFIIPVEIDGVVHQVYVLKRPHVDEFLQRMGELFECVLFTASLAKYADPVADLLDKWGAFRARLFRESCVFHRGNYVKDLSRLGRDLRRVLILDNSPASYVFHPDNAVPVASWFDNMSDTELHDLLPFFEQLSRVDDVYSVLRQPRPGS
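System: truncated SCP-1 phosphatase (76-261aa); medium: Tris acetate buffer pH 5.5 with MgCl2 and Tween-20; incubation: 45 min room-temperature reaction, 5 min colour, 30 min stabiliser; compound: single 20 µM dose, 1% DMSO; reagent: Phosphorylated 17-residue peptide substrate; read-out: % inhibition at 20 µM; technique: colorimetric free-phosphate detection, absorbance 630 nm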
CendR NRP1 mod – modulators of CendR peptide binding to NRP-1, primary screen, biochemical, fluorescence polarization, uHTS; actives 0.85% (n = 360,000); AID 602438, 2012; inhibition, % at 25 µM; Neuropilin-1 (Homo sapiens), O14786; FAM-RPARPAR peptide binding to NRP-1;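 active = inhibition or corrected inhibition above about 18%, plus a signal ratio from 0.5 to 1.5, limit read from the data, passing the limit was not always enough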; note: strong numbers were not always called active
Tb MetRS inh – T. brucei MetRS inhibitors, primary screen, biochemical, luminescence | purified T. brucei MetRS, ATP depletion, Kinase-Glo luminescence | inhibition, % at 11.9 µM | actives 0.4% (n = 360,000);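 active = inhibition above a per-plate cutoff of the control wells' mean inhibition plus 3 SD, cut at about 5.5% in these data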;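 note: 0% = DMSO wells median and 100% = median of wells with control inhibitor compound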
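Dosing: 11.9 µM compound single dose, 0.9% DMSO; Assay system: purified T. brucei MetRS enzyme; Measured by: Kinase-Glo luciferase luminescence reporting remaining unconsumed ATP; Schedule: 15 min plus 2 h at 25 °C.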
The depositor's hits bear a star; i = inactive; / = no result given; + = active, no number. Compounds as they come; 4.6% or so of the library scored in one or more.

Tb MetRS inh	DNMT1 inh	Neddyl block	Scp-1 inhibitor	NadD block	SUMO1-SIM PPI	CendR NRP1 mod	LMPTP inh	SKN-1 block	STEP inh	SMILES
-0.7	-1	i	-1	-1	-3	12	-0.1	-4	0	C=CCSc1nnc(CNC(=O)c2ccccc2C)n1C(C)C
0.6	3	i	-2	5	-5	12	-1.1	0	-4	COc1ccc2[nH]c(C)c(C(=O)CN(C)C)c2c1
-0.9	-5	i	-5	-18	-25	-18	-3.1	-2	3	CCN1C(=O)/C(=C/c2cnn(CC)c2C)SC1=S
-0.8	-1	i	-11	-5	6	-3	1.5	11	0	Cc1ccc(NC(=O)CC(=O)c2ccccc2)cc1C
-1.2	-6	/	-2	-6	0	-10	28	-4	-5	COc1ccc(Nc2nc(-c3ccccc3)nc3ccccc23)cc1
-0.3	-4	i	2	4	-3	11	-3.5	-10	0	C#CCOCCOCCOCCNc1nc(N2CCN(C(=O)[C@H](C(C)C)n3cc(CCO)nn3)CC2)nc(N2CCN(C(=O)[C@H]([C@@H](C)CC)n3cc(CCC(=O)O)nn3)CC2)n1
-0.3	-2	i	-8	3	-23	-2	-8.8	18	-5	COc1ccccc1C(CNC(=O)c1ccco1)N1CCCC1 (centres undefined)
0.2	-1	i	-6	-4	3	6	1.7	7	-1	COc1cc(OC)cc(-n2nnnc2SCC(=O)NCc2ccc3c(c2)OCO3)c1
-0.8	-1	i	1	0	0	6	-0.1	3	-1	COc1ccc(N2CCN(C(=O)c3ccccc3NC(=O)C3=C(C)OCCS3)CC2)cc1
-0.3	-2	i	3	-5	-1	-4	-1.1	-5	-1	CNCc1c(C)nn(-c2ccccc2)c1C
-0.3	-6	i	12	7	0	18	-0.2	9	0	COc1ccc(CNC(=S)N/N=C/c2ccc(OC)c(OC)c2)cc1
-0.2	1	i	-6	1	1	6	-1.9	1	0	Cn1c(-c2ccccc2)cnc1SCC(N)=O
-1.3	-1	/	-2	1	-3	4	2.9	-17	-2	Cc1cn(C(=O)c2ccccc2)c(=S)n1-c1ccc(Br)cc1
22*	-2	i	-6	-3	3	16	0.6	7	1	Cc1ccc(NS(=O)(=O)c2c(C)[nH]c(C)c2C(=O)N2CCCCC2)cc1Cl
0.3	0	i	-7	-3	-3	8	0.8	5	-3	Fc1cccc(Cl)c1Cn1ncc2ccccc21
-0.4	-12	i	-7	19	0	1	2.6	10	-2	O=C(N/N=C/c1ccccc1Cl)c1[nH]c2ccc(Br)cc2c1-c1ccccc1
-0.4	3	i	30	3	3	17	-0.3	4	0	COc1ccc2c3c(cccc13)C(=O)N(O)C2=O
-0.9	4	i	1	2	8	5	2.4	3	1	O=C(c1ccc(-c2ccccc2)cc1)N1CCN(c2ccccc2F)CC1
-0.4	-2	i	3	2	-3	-8	-0.9	-4	1	CN(C)c1ccc(C2N(c3ccc(Cl)cc3)C(=O)C3CCCN32)cc1 (centres undefined)
0.2	-3	+	-6	5	-5	-74	2.9	2	1	O=C(N/N=C/c1ccc(N2CCOCC2)s1)c1ccc(NS(=O)(=O)c2cccs2)cc1
-0.2	4	i	3	6	-2	1	1.9	-15	-2	Cc1cc(C)c2c(-n3cccc3)c(C(=O)NNS(=O)(=O)c3ccc(F)cc3)sc2n1
-0.2	-2	i	-3	-1	0	-16	-0.8	-1	-1	CCOC(=O)C1CCCN(C(=O)C2CCN(S(=O)(=O)CC)CC2)C1 (centres undefined)
0.0	1	i	-1	-5	4	-6	-0.4	1	0	CS(=O)(=O)N1CCC(Oc2ccccc2C(=O)NCCCc2cccnc2)CC1
-0.7	1	/	-6	-1	7	-10	-1.1	-2	-2	CCc1cc(=O)oc2c3c(cc(OCC(=O)N[C@H](C(=O)O)[C@H](C)CC)c12)OC(C)(C)CC3
-1.3	5	i	2	-1	3	8	-2.1	-22	1	CCN(Cc1ccncc1)C(=O)C1CCN(S(=O)(=O)c2cccs2)CC1
-0.9	-1	i	-7	-3	2	-9	-0.3	-7	2	C[C@]12c3[nH]c4ccc(Cl)cc4c3CCN1C(=O)[C@@H](CC(=O)NCCC1=CCCCC1)C[C@@H]2C(=O)N1CCOCC1
0.3	-7	i	3	43*	4	-52	0.1	11	-2	CC1Nc2ncnc(N3CCc4ccccc4C3)c2N(Cc2ccc(Cl)cc2)C1=O (centres undefined)
-1.2	/	i	/	-3	1	9	-0.6	4	/	COc1ccc(NC(=O)C2c3ccccc3OCC(=O)N2Cc2ccco2)cc1 (centres undefined)
0.2	-5	i	-7	0	2	7	-0.3	14	-4	C(=N/Nc1nccs1)/c1cccnc1
-0.2	-5	i	-7	-4	3	8	0.1	-9	3	COc1cccc(OC)c1NC(=O)Cn1nc(C)c2ccccc2c1=O

Shown with values under each structure: part of the list above.
Values run as follows: Tb MetRS inh | DNMT1 inh | Neddyl block | Scp-1 inhibitor | NadD block | SUMO1-SIM PPI | CendR NRP1 mod | LMPTP inh | SKN-1 block | STEP inh
Cc1ccc(NC(=O)CC(=O)c2ccccc2)cc1C
    -0.8 | -1 | i | -11 | -5 | 6 | -3 | 1.5 | 11 | 0
COc1ccc(Nc2nc(-c3ccccc3)nc3ccccc23)cc1
    -1.2 | -6 | / | -2 | -6 | 0 | -10 | 28 | -4 | -5

(next part)
Tb MetRS inh	DNMT1 inh	Neddyl block	Scp-1 inhibitor	NadD block	SUMO1-SIM PPI	CendR NRP1 mod	LMPTP inh	SKN-1 block	STEP inh	SMILES
-0.6	-2	i	-5	5	-5	0	-0.2	-25	-2	CCOc1ccc(OCC(=O)Nc2cccc(S(=O)(=O)NC3=NCCC3)c2)cc1
-0.2	3	i	88*	-7	-5	-6	-1.1	7	-5	O=c1c2c3nc4ccccc4nc3n(/N=C/c3ccco3)c2ncn1CCC1=CCCCC1
0.0	-3	i	-5	-1	-12	-1	0.9	3	-2	CN1CCN(c2ccc(NC(=O)COc3ccccc3[N+](=O)[O-])cc2)CC1
0.2	5	i	-3	-2	2	-1	-1.0	4	8	COc1ccc(C2=NOC(C(=O)NCCN3CCOCC3)C2)cc1 (centres undefined)
-0.8	1	i	-3	-2	-2	-14	0.2	13	-4	Cc1cccc(C)c1NC(=O)CSCC(=O)O
0.1	-4	i	-8	9	-2	3	3.8	10	2	COc1ccc(N2CC(C)Cn3c2nc2c3c(=O)n(Cc3ccc(C)cc3)c(=O)n2C)c(OC)c1 (centres undefined)
-1.2	1	i	-8	1	0	-1	-2.2	10	-3	CCCCOC(=O)C1CCCC(C)N1 (centres undefined)
-0.8	0	i	-6	-2	-2	10	-1.8	-4	1	O=C(NNC(=O)c1ccc(F)cc1F)c1ccc2c(c1)OCO2
-0.4	4	i	-2	0	1	2	0.0	8	0	COc1ccccc1C(=O)COC(=O)CCN=C1NS(=O)(=O)c2ccccc21
-0.2	3	i	1	4	-3	-3	-0.3	10	-1	O=C(Nc1cc(C(F)(F)F)ccc1N1CCOCC1)c1cccnc1
-0.1	-2	i	-6	1	-3	4	2.2	8	-4	COc1cc(/C=C/C(=O)OCC(=O)NC(=O)NCc2ccccc2)ccc1OCC#N
-0.1	5	i	/	-2	3	-3	-2.7	-3	1	O=C(Nc1nnc([C@@H]2C[C@H](O)[C@@H](CO)O2)s1)c1cccc(C(F)(F)F)c1
-0.4	2	i	-6	-1	6	3	-1.0	-12	-3	Cc1cc(OC(=O)c2cc(C(F)(F)F)cc(C(F)(F)F)c2)c([N+](=O)[O-])c(=O)[nH]1
-0.1	-3	i	-9	-16	-2	4	-3.0	-10	-3	COCC(C)Nc1nc(C)c(C(C)=O)s1 (centres undefined)
-1.2	-6	i	-8	-3	-4	12	0.7	-6	2	COc1ccccc1Nc1nc2c(C)cccc2cc1C#N
0.0	15	i	/	27	-1	-3	0.8	33	0	NC(CSC1(c2ccc(F)cc2)c2ccccc2-c2ccccc21)C(=O)O (centres undefined)
-0.8	6	i	-1	0	0	-14	-0.6	3	-1	COC(=O)c1cc(C#N)c(OC(C)C)nc1C
-1.3	/	i	/	/	-2	-6	-1.6	-3	/	Cc1cccc(C)c1NC(=O)C1(C)CN(S(C)(=O)=O)CC(=O)N1Cc1ccc2c(c1)OCO2 (centres undefined)
-0.7	2	i	-6	9	1	15	-0.9	-3	3	C[C@H](NC(=O)c1nc[nH]c1C(=O)N1CCN(c2ccccc2)CC1)C(=O)OCc1ccccc1
-0.8	1	i	-5	3	0	-1	0.0	24	2	Cc1ccc(C(=O)O/N=C(\N)Cc2cccs2)c(Cl)c1

Sorted by SMILES length (rising): 3 of the compounds above
Tb MetRS inh	DNMT1 inh	Neddyl block	Scp-1 inhibitor	NadD block	SUMO1-SIM PPI	CendR NRP1 mod	LMPTP inh	SKN-1 block	STEP inh	SMILES
0.2	5	i	-3	-2	2	-1	-1.0	4	8	COc1ccc(C2=NOC(C(=O)NCCN3CCOCC3)C2)cc1 (centres undefined)
-0.2	3	i	1	4	-3	-3	-0.3	10	-1	O=C(Nc1cc(C(F)(F)F)ccc1N1CCOCC1)c1cccnc1
-0.6	-2	i	-5	5	-5	0	-0.2	-25	-2	CCOc1ccc(OCC(=O)Nc2cccc(S(=O)(=O)NC3=NCCC3)c2)cc1
